# Yp Topo-I inh: inhibitors of Yersinia pestis topoisomerase I | Y. pestis Topo-I cleavage product accumulation, plate reader | activity, % at 10 µM | 360,000 tested, 0.064% active; in the data active = activity above about 50%, passing the limit was not always enough; inconclusive = no clear call, values can overlap the other calls; note: inactives centre near 2
# PrPC surface inh: inhibitors of human cell surface prion protein PrPC | 370,000 tested, 0.43% active | TR-FRET read-out | inhibition, % at 13.8 µM | P04156; in the data active = inhibition above about 24%; note: 0% = median of the test wells and 100% = reference compound wells
# SARS 3CLpro inh: SARS-CoV 3CLpro protease inhibition; recombinant SARS-CoV 3CLpro, quenched FRET peptide cleavage; inhibition, % at 6 µM; 290,000 tested, 0.14% active; AID 1706; in the data active = inhibition above about 12%
# Anthrax LF inh2: blocks Bacillus anthracis lethal factor protease; P15917; multiplex microsphere protease cleavage assay, LF; inhibition, % at 10 µM; 360,000 tested, 0.12% active; note: plate controls were buffer without enzyme for full effect and enzyme alone for no effect
# Target sequence (P15917 whole entry, looked up): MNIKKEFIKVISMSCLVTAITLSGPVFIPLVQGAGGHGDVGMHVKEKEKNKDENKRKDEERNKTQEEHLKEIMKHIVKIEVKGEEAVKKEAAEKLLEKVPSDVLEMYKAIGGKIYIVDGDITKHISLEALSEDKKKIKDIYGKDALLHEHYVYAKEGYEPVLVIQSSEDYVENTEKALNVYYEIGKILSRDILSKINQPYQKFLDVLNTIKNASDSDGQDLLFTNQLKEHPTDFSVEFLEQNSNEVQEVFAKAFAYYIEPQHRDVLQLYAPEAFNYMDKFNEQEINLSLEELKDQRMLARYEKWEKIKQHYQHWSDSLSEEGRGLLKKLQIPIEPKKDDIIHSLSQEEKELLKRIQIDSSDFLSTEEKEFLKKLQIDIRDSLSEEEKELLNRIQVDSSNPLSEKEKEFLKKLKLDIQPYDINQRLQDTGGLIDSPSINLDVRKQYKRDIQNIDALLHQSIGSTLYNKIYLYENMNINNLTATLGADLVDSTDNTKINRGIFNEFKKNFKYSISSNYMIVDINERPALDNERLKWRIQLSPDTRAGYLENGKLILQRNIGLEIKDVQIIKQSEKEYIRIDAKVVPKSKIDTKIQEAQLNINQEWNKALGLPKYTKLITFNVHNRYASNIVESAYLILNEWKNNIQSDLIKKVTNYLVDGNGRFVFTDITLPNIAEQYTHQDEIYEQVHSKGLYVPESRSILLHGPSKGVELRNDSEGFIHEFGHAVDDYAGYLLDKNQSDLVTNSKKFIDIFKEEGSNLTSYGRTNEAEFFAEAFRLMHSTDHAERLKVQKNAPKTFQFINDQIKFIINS
# TcdB GH inh: inhibitors of Clostridioides difficile toxin B glycohydrolase; P18177; AID 652162; inhibition, % at 9.99 µM; 350,000 tested, 0.24% active; TcdB glycohydrolase enzymatic assay, plate reader; in the data active = inhibition above about 10%
# PriA SSB inh: K. pneumoniae PriA-SSBct interaction inhibition; inhibition, % at 33 µM; 430,000 tested, 0.6% active; AID 1272365; AlphaScreen SSBct-PriA binding, biotinylated peptide; in the data active = inhibition mostly above about 37%, no sharp cut-off; inactive = mostly below about 20%;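 note: plate controls were negative control peptide for no effect and reference peptide for full effect; strong numbers were not always called active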
# BoNT-A LC inh2: BoNT A light chain protease inhibition; multiplex microsphere protease substrate cleavage, flow cytometry; inhibition, % at 10 µM; 360,000 tested, 0.17% active; AID 588499; note: plate controls were buffer without enzyme for full effect and enzyme alone for no effect
# Vc quorum ag: quorum light induction in luxS cqsA deficient V. cholerae; 350,000 tested, 0.16% active; V. cholerae BH1578 lux reporter, luminescence, 6 h; activation, % at 18.7 µM; in the data active = activation mostly above about 9.7%, no sharp cut-off; inconclusive = no clear call, values can overlap the other calls; inactive = mostly below about 3.7%; note: not every result past the cut was called active; inactives centre near 0; reference of the scale not given here
# PfHsp40 yeast: restores yeast growth despite PfHsp40 toxicity. S. cerevisiae expressing PfHsp40, growth rescue, ATP luminescence. growth rescue, % at 12.5 µM. 340,000 tested, 0.68% active. AID 504582; in the data active = growth rescue above about 28%, passing the limit was not always enough; inconclusive = no clear call, values can overlap the other calls;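 note: yeast W303a lacking pdr1 and pdr3 grown in galactose medium; growth measured after three days at 30 °C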
# The depositor's hits bear a star; i = inactive; ? = inconclusive; · = no result given; & = joins results of further samples. Cut-off read from the data, not from the text of the source, unless noted: active = inhibition above about 30%; inconclusive = no clear call, values can overlap the other calls; inactive = below that. A portion of the library; count on the stated rates, not on these rows.
SMILES,Yp Topo-I inh,PrPC surface inh,SARS 3CLpro inh,Anthrax LF inh2,TcdB GH inh,PriA SSB inh,BoNT-A LC inh2,Vc quorum ag,PfHsp40 yeast
COc1ccc(NC(=O)Nc2cc(C)ccc2F)cc1,-1.2,7.8,-3.0,0.1,-0.1,0.3,-1.1,-0.5,-0.5
Cc1ccnc(NS(=O)(=O)c2ccc(NC(=O)c3cc(-c4ccc(Br)cc4)nc4ccccc34)cc2)n1,6.7,3.3,0.7,-2.5,0.2,-9.3,-0.8,-0.3,0.2
CCOC(=O)c1c(C)nc2sc(C(=O)Nc3ccc(OC)cc3)c(N)c2c1-c1ccc(OC)cc1,21.6,-4.5,-1.7,-2.5,·,-23.8,2.9,-0.4,6.7
COC(=O)CN1C(=O)COc2ccc(S(=O)(=O)N3CCOCC3)cc21,-5.3,7.9,0.1,-3.2,0.6,3.1,-0.3,-0.5,0.5
COc1cccc2cc(/C(C)=N/NC(=O)c3ccco3)oc12,3.7,-11.3,-1.4,-2.4,14.0*,·,0.0,0.0,0.5
CC(C)NC(=O)Nc1nnc([C@H]2C[C@H](O)[C@@H](CO)O2)s1,-1.2,-1.9,·,2.5,1.3,·,-0.1,-0.6,·
CC1(C(=O)NCc2ccc(F)c(F)c2)Cc2c(-c3cccc(C(F)(F)F)c3)ccnc2O1 (stereo not drawn),13.1,2.3,·,-5.7,0.4,·,-0.3,-0.5,·
C[C@@H]1CCCCO[C@H](CN(C)C(=O)Nc2ccc3c(c2)OCO3)[C@H](C)CN([C@@H](C)CO)C(=O)c2cc(NS(=O)(=O)c3ccc(Cl)cc3)ccc2O1,16.3,4.8,·,0.6,0.3&-0.6,·,-0.5,-0.4,·
O=C(c1ccco1)N1CCC(c2nc3c(nnn3Cc3ccc(F)cc3)c(=O)[nH]2)CC1,21.2,-5.6,-4.1,-5.2,0.5,-25.9,1.8,i,1.0
COc1cc(S(=O)(=O)N2CCN(C(=O)c3ccccc3)CC2)c(OC)cc1Br,11.6,2.6,-1.0,-2.6,0.5,-16.4,-1.0,-0.3,-2.0
CCOC(=O)c1nn(-c2ccc(Cl)cc2)c2nnc(Cc3ccccc3)c(=O)n12,0.0,10.2,-3.2,0.2,·,7.0,-0.3,-2.7,-0.1
O=S(=O)(Nc1cccnc1Cl)c1ccc(F)cc1,-1.8,7.7,-4.8,1.5,1.0,-0.8,-2.2,-2.2,-0.4
C#C[C@]1(O)CC[C@H]2[C@@H]3CCC4=Cc5nc6nc7ccccc7n6cc5C[C@]4(C)[C@H]3CC[C@@]21C,11.9,-7.9,·,10.8,0.4,-5.7,2.2,i,2.3
CCC(=O)N1CCCC1(C)C(=O)Nc1ccc(OC(F)F)cc1 (stereo not drawn),7.3,-10.4,·,-3.5,1.3,·,0.0,i,·
O=C1NC(=O)N(Cc2ccccc2)C(=O)/C1=C/C=C/c1ccco1,2.3,-5.6,6.0,-3.7,1.0,-1.8,-1.2,-3.2,-2.3
O=C1CC(NS(=O)(=O)c2ccc3ccccc3c2)CN1c1ccccc1 (stereo not drawn),15.6,1.5,·,?,1.1,·,-0.6,i,-0.4
COc1ccc(NC(=O)C(F)(F)F)cc1OC,-2.9,-5.0,-0.7,-1.7,·,-5.7,0.0,-0.3,0.4
CCCCC(CC)CNC(=O)c1cc2ccccc2c(=O)o1 (stereo not drawn),1.8,-6.7,1.3,-2.7,2.5,-62.3,-0.6,-0.6,-1.6
c1ccc(OCc2noc(CN3CCC(C4CCCCC4)C3)n2)cc1 (stereo not drawn),-7.5,6.2,6.2,-1.0,1.1,-31.4,-0.7,-0.1,-0.5
COc1cccc(C(=O)Nc2ccc(F)cc2F)c1,-2.1,3.0,-3.2,-2.3,·,-7.5,-1.8,i,0.0
Cc1ccc(C(=O)Nc2nc3ccc(S(C)(=O)=O)cc3s2)o1,-3.5,-1.4,0.1,-13.9,·,-27.2,-0.8,i,-0.4
Cc1cc(OCc2ccc(C(=O)n3cccn3)o2)ccc1Cl,21.4,11.6,-3.6,-4.3,·,-18.9,0.7,-3.1,0.5
Cc1onc(-c2ccccc2Cl)c1C(=O)NCc1ccc(F)cc1,-1.7,-1.5,-3.3,3.2,1.2,10.7,-0.7,i,-1.6
CC(C)(C)OC(=O)CNC(=O)c1nc[nH]c1C(=O)N1CCN(c2ccccc2)CC1,6.9,-1.4,-1.4,-6.5,1.0,5.9,-0.3,i,-0.9
COc1ccc(C2=NOC(Cn3nc(C(=O)NCc4ccc5c(c4)OCO5)cc3-c3ccccc3)C2)cc1 (stereo not drawn),39.1,3.5,·,1.6,-6.8,2.6,-0.1,i,1.1
SMILES,Yp Topo-I inh,PrPC surface inh,SARS 3CLpro inh,Anthrax LF inh2,TcdB GH inh,PriA SSB inh,BoNT-A LC inh2,Vc quorum ag,PfHsp40 yeast
CCCCn1c(N)c(N(CC(C)C)C(=O)C2CCN(S(=O)(=O)c3ccc(OCC)cc3)CC2)c(=O)[nH]c1=O,-5.6,1.7,·,-3.1,1.3,-13.1,1.5,-1.4,-1.3
COc1ccc(C/C(N)=N/n2cnnc2)cc1Cl,-1.6,-0.5,-1.3,-1.5,·,·,0.6,i,0.2
CCN(CC)C(=O)Cn1cc(S(=O)(=O)CC(=O)N2CCCCCC2)c2ccccc21,-3.2,-2.3,2.2,2.2,0.4,-7.0,-1.6,0.5,0.1
O=C(NC1(C(F)(F)F)C(=O)Nc2c1c(=O)[nH]c(=O)n2-c1ccccc1)c1ccncc1 (stereo not drawn),5.0,3.1,3.1,?,·,-19.8,-7.5,0.1,?
O=C(Cc1c(F)cccc1Cl)Nc1ccc(S(=O)(=O)Nc2nccs2)cc1,4.8,6.8,-1.4,-2.3,-0.7,-3.3,0.2,-0.4,2.5
O=C(CN1CCN(c2ccc([N+](=O)[O-])cc2)CC1)c1ccccc1,-6.2,-19.0,4.0,-1.7,1.4,14.0&14.1,-2.2,i,0.1
O=C1CN(C(=O)CSc2nncn2-c2ccccc2)c2ccccc2N1,8.6,2.0,-3.0,-1.4,·,-4.7,-1.9,i,-0.6
Cc1ccc(NC(=O)CN(C)C(=O)Cc2ccccc2F)cc1,6.7,1.3,-4.8,-13.4,0.0,-4.0,-0.5,-2.2,-0.6
O=C(CCc1ccccc1)NCC(c1ccco1)N1CCc2ccccc21 (stereo not drawn),9.8,17.4,·,2.1,2.3,10.9,2.1,i,0.4
O=c1oc2ccc(Br)cc2cc1S(=O)(=O)c1ccc(F)cc1,-2.0,·,-0.4,-0.5,·,2.2,-0.5,i,-0.2
O=C1CCN(CCc2ccccc2)CCN1[C@H](CSc1ccccc1)c1ccccc1,1.9,-0.8,-0.7,-6.1,1.9,31.8,0.0,i,4.8
CCOC(=O)CSc1nc2ccccc2c(=O)n1NC(=O)c1ccccc1,5.3,-2.5,-0.8,-5.6,·,3.0,2.1,-1.8,-1.2
CC(NC(=O)Cc1ccccc1)C(=O)O (stereo not drawn),-2.5,-1.9,·,-0.1,2.4,1.9,0.1,i,-1.0
CC(C)(C)NC(=O)NC(=O)Cn1ccsc1=N,-2.9,-2.1,-5.4,-2.3,1.2,0.8,2.5,-0.4,0.7
CCOc1ccc(S(=O)(=O)N2CCN(C(=O)COc3ccc(Br)cc3)CC2)cc1,33.5,3.3,·,6.3,0.3,-10.5,-0.4,-0.5,1.3
CCc1sc(NC(=O)CCC(=O)O)nc1-c1cc2ccccc2oc1=O,3.2,-10.1,7.4,-3.2,-0.8,-6.3,-0.5,0.7,-0.9
CCN(CC(=O)NCc1cccs1)C(=O)c1ccc(Cl)c(Cl)c1,10.3,3.4,·,-5.0,0.4,5.5,-1.2,i,0.8
Cc1cc(=O)[nH]c(/N=C(\N)Nc2ccc(Oc3ccccc3)cc2)n1,29.6,0.1,2.0,-1.8,0.8,·,0.1,-0.2,-1.1
Cc1c(C(=O)N2CCCCC2)c(S(=O)(=O)NCCc2ccc(S(N)(=O)=O)cc2)c(C)n1C,-2.9,-4.1,-2.1,-1.9,1.1,5.6,-3.3,i,-0.9
CCOC(=O)c1sc(=NC(=O)c2cc(OC)c(OC)c(OC)c2)n(C)c1C,-9.3,-4.7,-0.6,-0.9,·,1.9,-1.2,-0.5,-0.4
O=C(Nc1ccccc1C(=O)N/N=C/c1ccc(F)cc1)c1ccccc1Br,-2.2,4.5,5.5,-5.9,·,·,-1.3,-3.7,-0.6
Cc1nc(S(=O)(=O)N2CCOCC2)c(C#N)c(C)c1Cl,4.2,4.1,5.6,0.1,·,-9.3,0.4,14.3,4.6
O=C(c1ccc2snnc2c1)N1CCN(c2ccccn2)CC1,2.4,-1.3,-1.1,1.8,·,4.1,0.3,0.9,-0.9
CCNc1nc(NCC)n2c(SCC(=O)Nc3ccccc3F)nnc2n1,-2.8,1.9,·,-2.5,-8.9,-16.0&-15.1,-2.2,-0.3,1.7
O=C(Nc1ccc(C2CC2(Cl)Cl)cc1)c1ccccc1Br (stereo not drawn),1.2,1.0,-0.7,0.3,1.9,-1.1,-1.4,-0.3,4.7

# Arranged by formula weight (low to high): 5 of the compounds above
SMILES,Yp Topo-I inh,PrPC surface inh,SARS 3CLpro inh,Anthrax LF inh2,TcdB GH inh,PriA SSB inh,BoNT-A LC inh2,Vc quorum ag,PfHsp40 yeast
Cc1cc(=O)[nH]c(/N=C(\N)Nc2ccc(Oc3ccccc3)cc2)n1,29.6,0.1,2.0,-1.8,0.8,·,0.1,-0.2,-1.1
O=C(Cc1c(F)cccc1Cl)Nc1ccc(S(=O)(=O)Nc2nccs2)cc1,4.8,6.8,-1.4,-2.3,-0.7,-3.3,0.2,-0.4,2.5
O=C(NC1(C(F)(F)F)C(=O)Nc2c1c(=O)[nH]c(=O)n2-c1ccccc1)c1ccncc1 (stereo not drawn),5.0,3.1,3.1,?,·,-19.8,-7.5,0.1,?
CCN(CC)C(=O)Cn1cc(S(=O)(=O)CC(=O)N2CCCCCC2)c2ccccc21,-3.2,-2.3,2.2,2.2,0.4,-7.0,-1.6,0.5,0.1
CCCCn1c(N)c(N(CC(C)C)C(=O)C2CCN(S(=O)(=O)c3ccc(OCC)cc3)CC2)c(=O)[nH]c1=O,-5.6,1.7,·,-3.1,1.3,-13.1,1.5,-1.4,-1.3

# The list goes on:
SMILES,Yp Topo-I inh,PrPC surface inh,SARS 3CLpro inh,Anthrax LF inh2,TcdB GH inh,PriA SSB inh,BoNT-A LC inh2,Vc quorum ag,PfHsp40 yeast
COc1ccc(NC(=O)CCSc2ccc(C)cc2)cc1S(=O)(=O)Nc1ccccc1Cl,27.4,-0.4,1.3,-1.6,1.5,-20.6,-0.7,-0.4,1.9
O=C(NNC1CC(=O)N(c2ccc(Br)cc2)C1=O)c1cccs1 (stereo not drawn),-1.5,4.3,-0.6,-0.4,-0.8,-6.1,1.6,-0.3,-1.3
CC(C)(C)c1csc(NC(=O)Cn2c(=O)oc3ccccc32)n1,-2.3,20.8,1.2,1.4,·,-13.6,-1.0,-1.5,-0.9
COc1ccccc1C1NC(=O)CCC1[N+](=O)[O-] (stereo not drawn),3.0,-4.4,2.7,0.8,-2.7,3.5,-0.7,i,-1.9
O=c1c(Cc2ccccc2)c(O)ccn1CCc1cnc[nH]1,8.9,5.3,-3.9,-4.1,-1.9,-8.6,-0.8,-0.3,-1.7
O=C(CCC(=O)N1CCN(c2ccc(F)cc2)CC1)N1CCN(c2ccc(F)cc2)CC1,14.3,7.1,-3.5,11.8,1.9,0.9,0.7,i,2.0
CCOC(=O)c1ccccc1NC(=O)C1CCN(c2ncnc3sc(C)c(C)c23)CC1,15.7,·,·,-3.6,·,1.1,1.7,-0.7,2.0
O=C(NNS(=O)(=O)c1ccccc1)c1cccnc1,2.3,3.6,1.8,-4.6,-1.6,-1.2,0.1,i,-1.6
Cc1ccc(NCC(O)C(O)C(O)CO)cc1C (stereo not drawn),2.8,-7.3,-0.9,-1.9,·,19.4,0.7,i,0.1
CC(=O)OCCCCON1C(=O)c2ccccc2C1=O,-9.2,2.6,-1.8,-4.2,·,6.0&-1.8,-0.8,i,-0.1
C=CC(=O)Nc1ccc(Nc2nc(NC3CCC(N(C)C)CC3)nc3c2ncn3C(C)C)cc1 (stereo not drawn),-25.3,·,·,-9.1,·,9.4,-1.4,-0.4,2.8
Cc1ccc(C)c(S(=O)(=O)N2CCN(C(=O)c3ccc(-n4cncn4)c([N+](=O)[O-])c3)CC2)c1,6.6,-19.2,·,-0.1,-2.1,5.5,-1.6,0.7,·
